Screening data from PubChem.
IDH1 R132H inh = qHTS for Inhibitors of mutant isocitrate dehydrogenase 1 (IDH1): qHTS | Isocitrate dehydrogenase [NADP] cytoplasmic (Homo sapiens), O75874 | actives 0.093% (n = 390,000) | AID 602179, 2012 | IDH1-R132H enzyme, NADPH consumption, diaphorase/resazurin fluorescence | Potency, µM (titrated, usually from 76.6 µM), without a hit: at the highest dose activity change, negative = inhibition, hits mostly inhibitors; note: potency is the fitted concentration of half-maximal effect; % is set by controls: 0 for no effect and ±100 for the full control effect; nearly all actives have a fitted effect of over 65% in size
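IDH1-R132H (0.5 ug/mL dispensed) in pH 7.5 Tris buffer was preincubated 30 min with compound, then given a substrate mix of 0.016 mM NADPH and 2 mM alpha-KG for 80 min at room temperature; remaining NADPH was read by diaphorase/resazurin fluorescence.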
Vif-APOBEC3F blk = qHTS for Inhibitors of Vif-A3F Interactions: qHTS | AID 602313, 2012 | HeLa A3F-eYFP + Vif (tagged APOBEC3F with the HIV-1 protein that degrades it), YFP fluorescence increase | actives 0.2% (n = 390,000) | Potency, µM (series often up to 46.1 µM), for inactives: at the top dose activity, negative = active; note: potency is the fitted concentration of half-maximal effect; % of control where 0% means no effect; nearly all actives have a fitted effect of over 65% in size
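HeLa cells stably expressing Vif plus C-terminally eYFP-tagged A3F were seeded, incubated overnight at 37 deg C, dosed with compound, incubated overnight again at 37 deg C. Yellow fluorescence (Ex 488/Em 500-530) reported blocked Vif-mediated A3F-eYFP degradation.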
RXFP1 ag = qHTS Assay for Agonists of the Relaxin Receptor RXFP1; Potency, µM (highest dose often 57.5 µM), for inactives: at the top dose activation, usual class: activators; actives 0.3% (n = 370,000); AID 2676, 2010; HEK293T-RXFP1 cAMP TR-FRET, 30 min; response scale: percent of porcine relaxin response, buffer zero; Relaxin receptor 1 (Homo sapiens), Q9HBX9; note: potency is the fitted concentration of half-maximal effect; % is set by controls: 0 for no effect and ±100 for the full control effect; nearly all actives have a fitted effect of over 60% in size; many of its hits are not listed in these tables
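cAMP rise read by TR-FRET after 30 min, 37C compound exposure (up to 58 uM) in RXFP1-transfected HEK293 cells with Ro 20174 present. EC50 from Hill-equation fits, with 29 nM porcine relaxin as 100% and buffer as basal.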
LDHA inh = qHTS assay for inhibitors of human lactate dehydrogenase. L-lactate dehydrogenase A chain (Homo sapiens), P00338. purified LDHA, NADH/diaphorase-resazurin fluorescence; active compounds read low. actives 0.15% (n = 480,000). activity change, % (values are at about 110 or 230 µM); in the data active = activity change below about -30%; inconclusive = mostly about -25% to -30%;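 note: plate controls were DMSO wells for no effect and wells without enzyme for full effect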
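Enzyme activity of human lactate dehydrogenase 5 (2 nM; 0.06 mM NADH, 0.2 mM pyruvate, 5 min, RT) is measured via a resazurin/diaphorase fluorescence readout of residual NADH.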
PI4K2A inh = qHTS for small molecular inhibitors of PI4K2A. activity change, negative = inhibition, % at 76.9 µM. purified PI4K2A, ADP-Glo luminescence, 1 h; active compounds read low. Phosphatidylinositol 4-kinase type 2-alpha (Homo sapiens), Q9BTU6. AID 1346378, 2018. actives 0.13% (n = 420,000); in the data active = activity change below about -50%; inconclusive = mostly about -30% to -49%;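 note: -100% = wells without enzyme as full effect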
Target sequence (Q9BTU6 whole entry, looked up): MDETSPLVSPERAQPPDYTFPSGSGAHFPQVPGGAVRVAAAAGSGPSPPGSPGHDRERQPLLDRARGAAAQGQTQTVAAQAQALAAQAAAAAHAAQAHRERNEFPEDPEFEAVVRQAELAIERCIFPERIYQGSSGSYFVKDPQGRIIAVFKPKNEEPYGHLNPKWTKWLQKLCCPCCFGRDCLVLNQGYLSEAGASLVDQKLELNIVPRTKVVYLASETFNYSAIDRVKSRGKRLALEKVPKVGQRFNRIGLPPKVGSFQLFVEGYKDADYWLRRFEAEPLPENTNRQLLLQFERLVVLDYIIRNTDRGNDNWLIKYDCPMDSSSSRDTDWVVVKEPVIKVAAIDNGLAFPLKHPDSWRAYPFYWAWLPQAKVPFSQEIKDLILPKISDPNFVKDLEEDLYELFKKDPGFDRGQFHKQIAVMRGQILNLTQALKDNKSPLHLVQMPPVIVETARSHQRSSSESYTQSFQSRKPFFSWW
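In this quantitative HTS, ADP production by PI4K2A was quantified luminescently after 1 h at ambient temperature; 100 microM adenosine served as plate-quality control.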
USP1 inh = Inhibitors of USP1/UAF1: Primary Screen; Ubiquitin carboxyl-terminal hydrolase 1 (Homo sapiens), O94782; recombinant USP1/UAF1, Ub-Rhodamine cleavage fluorescence; Potency, µM (series often up to 57.1 µM), without a hit: at the highest dose activity change, negative = inhibition, hits mostly inhibitors; actives 0.23% (n = 390,000); AID 743255, 2014; note: potency is the fitted concentration of half-maximal effect; % is set by controls: 0 for no effect and ±100 for the full control effect; nearly all actives have a fitted effect of over 60% in size; inactives centre near -12
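USP1/UAF1 complex (1 nM) preincubated 15 min at room temperature with compound, then Ub-Rho substrate (150 nM final) added. Kinetic fluorescence at 480/540 nm over 6 reads at 60 s intervals; 50 mM HEPES pH 7.8, 0.5 mM EDTA, 0.1 mg/ml BSA, 1 mM TCEP, 0.01% Tween-20.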
Vif-A3G inh = qHTS for Inhibitors of Vif-A3G Interactions: qHTS; DNA dC->dU-editing enzyme APOBEC-3G (Homo sapiens), Q9HC16; HeLa A3G-eYFP + Vif (tagged APOBEC3G with the HIV-1 protein that degrades it), YFP fluorescence, overnight; Potency, µM (titrated, usually from 46.1 µM), for the others: at the top dose activity, negative = active, most hits filed as inhibitors; actives 0.076% (n = 410,000);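 note: potency is the fitted concentration of half-maximal effect; % is set by controls: 0 for no effect and ±100 for the full control effect; nearly all actives have a fitted effect of over 60% in size; hits raise eYFP signal because A3G escapes Vif-driven loss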
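HeLa cells stably expressing Vif and C-terminally eYFP-tagged A3G, seeded overnight at 37 deg C, then exposed to compound by pintool overnight at 37 deg C. Rise in yellow fluorescence (Ex 488/Em 500-530, Acumen) marks blocked Vif-driven A3G degradation.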
GRP78 ERSR act = qHTS for Inducers of the Endoplasmic Reticulum Stress Response (ERSR) in Human Glioma: qHTS. U87-MG GRP78 promoter luciferase reporter, 16 h. Potency, µM, for the others: at the highest dose activation, most hits filed as activators. actives 0.02% (n = 420,000). AID 602332, 2012; note: potency is the fitted concentration of half-maximal effect; series mostly up to about 76 µM; % of control where 0% means no effect; nearly all actives have a fitted effect of over 35% in size
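Stably transfected U87-MG human glioma cells carrying a GRP78-based luminescent sensor were seeded at 1000 cells/well, pin-dosed with compounds and incubated 16 h. Luciferase reagent was then added, and end-point luminescence was read after 10 min at room temperature.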
TrxR1 substrate = qHTS Assay for Substrates of Mammalian Selenoprotein Thioredoxin Reductase 1 (TrxR1): qHTS; Potency, µM (doses to about 114 µM), inactives show at the highest dose activity change, negative = substrate turnover; actives 0.01% (n = 390,000); purified TrxR1 substrate turnover, NADPH consumption readout; Thioredoxin reductase 1, cytoplasmic (Rattus norvegicus), O89049; note: potency is the fitted concentration of half-maximal effect; % is set by controls: 0 for no effect and ±100 for the full control effect; nearly all actives have a fitted effect of over 50% in size
Target sequence (O89049 whole entry, looked up): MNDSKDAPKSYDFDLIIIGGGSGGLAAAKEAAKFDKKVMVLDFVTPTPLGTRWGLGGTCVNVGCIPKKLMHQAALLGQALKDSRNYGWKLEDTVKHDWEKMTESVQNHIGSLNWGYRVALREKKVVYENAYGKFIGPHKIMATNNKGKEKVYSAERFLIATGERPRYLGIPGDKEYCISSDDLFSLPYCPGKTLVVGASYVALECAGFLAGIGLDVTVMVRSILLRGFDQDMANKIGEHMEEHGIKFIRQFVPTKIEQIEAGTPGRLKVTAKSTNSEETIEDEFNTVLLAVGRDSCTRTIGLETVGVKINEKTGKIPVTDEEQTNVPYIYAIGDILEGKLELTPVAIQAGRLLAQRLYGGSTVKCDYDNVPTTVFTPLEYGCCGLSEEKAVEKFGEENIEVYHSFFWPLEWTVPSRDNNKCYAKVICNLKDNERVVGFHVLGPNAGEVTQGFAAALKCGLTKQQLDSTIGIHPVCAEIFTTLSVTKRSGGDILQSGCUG
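Rat TrxR1, dispensed at 90 nM, was prereduced with 400 uM NADPH (final) for 5 min at ~22 deg C, then incubated with compound 15 min before 400 uM selenite. A first-read NADPH fluorescence drop versus no-compound background flagged substrates.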
The depositor's hits bear a star; u = inconclusive; x = not tested or not shown; & = joins results of further samples; [ ] = dose if it differs, or a comment. Unless noted, calls come from the whole dose curve; as a rule, active = well fitted curve in the direction sought with a large enough effect; inconclusive = small, poorly fitted or top-dose-only effect, or another doubt; inactive = no such curve, though single readings can be large; an effect the other way counts as inactive or inconclusive. The list is partial. The share of hits here may be higher or lower than overall.

SMILES	IDH1 R132H inh	Vif-APOBEC3F blk	RXFP1 ag	LDHA inh	PI4K2A inh	USP1 inh	Vif-A3G inh	GRP78 ERSR act	TrxR1 substrate
CC1=C(C(=O)NCc2ccccc2Cl)C2(CCCCCC2)OC1=O	-4%	0%	-0.2%	3	0	-6%	0%	-1%	1%
O=C(Cc1ccccc1)Nc1ccc(C(=O)NCc2ccccc2)cc1	-3%	-7%	0.6%	-4	-4	-21%	1%	-3%	10%
NS(=O)(=O)c1ccc(NC(=O)Nc2ccc(Cl)cc2)cc1	-6%	10%	-1.0%	-9	0	-10%	2%	-1%	-6%
CCOc1ccc(/C=N/NC(=O)c2ccccc2NC(=O)c2ccc(OC)cc2)cc1	0%	-3%	1.8%	-4	-5	-5%	-1%	0%	16%
Cc1cc(-c2ccc(C)c(S(=O)(=O)Nc3cccc(CN4CCCC4)c3)c2)on1	-1%	16%	1.0%	-6	2	-6%	2%	0%	6%
N#C/C(=C(/O)COC(=O)c1ccc(C#N)cc1)c1nc2ccccc2s1	2%	-17%	-1.6%	-3	2	-12%	-7%	-1%	-9%
CC(C)(C)C(=O)NC(=S)N1CCOCC1	3%	1%	1.1%	-2	-2	-17%	0%	-4%	11%[57.1 µM]
OCc1nc2ccccc2n1/N=C/c1cccs1	9%	6%	1.3%	-5	-4	-9%	2%	2%	-17%[57.1 µM]
O=C(O)CSCC(=O)Nc1ccc(C(=O)O)cc1	12%	6%	0.1%	-2	8	2%	1%	-6%	2%
CCc1ccc(NC(=O)c2sc(-n3nc(C)c(Cc4ccc5c(c4)OCO5)c3C)nc2C)cc1	-9%	-11%	u	-5	-3	-2%	-5%	-1%	8%
CC(=O)N1CCc2cc(S(=O)(=O)NC(Cc3ccccc3)C(=O)Nc3cc(C)ccc3C)ccc21 (configuration not stated)	-18%	-15%	1.0%	-3	0	-16%	-7%	-3%	1%
COC(=O)c1c(NC(=O)COC(=O)CNC(=O)c2cccc(OC(F)F)c2)sc(C)c1C	8%	-3%	x	-1	-2	-22%	-1%	-5%	x
N#Cc1csc(CCNC(=O)c2ccccc2)n1	-3%	-1%	x	-8	-2	u	0%	0%	x
Cc1ccc([N+](=O)[O-])cc1S(=O)(=O)N1CCCCC1C(=O)O (configuration not stated)	0%	-16%	0.6%	-3	2	-24%	-1%	-5%	6%[57.1 µM]
COc1ccccc1NC(=O)CCS(=O)(=O)c1ccc2nc(C)sc2c1	31%	-10%	3.5%	1	-3	-5%	5%	-3%	2%
CCCCC(=O)Nc1ccc2c(c1)nc(CCN1CCN(c3ccccn3)CC1)n2C	0%	-5%	2.6%	-2	-16	-6%	-2%	-2%	2%
CC1CN(C=O)CC(C)N1CCN1C(C)CN(C=O)CC1C (configuration not stated)	2%	0%	x	0	1	-1%	-1%	-3%	2%[11.4 µM]
COc1ccc(C2C(C(=O)O)c3ccccc3C(=O)N2Cc2ccco2)cc1 (configuration not stated)	2%	4%	-2.3%	4	-1	-15%	-1%	-3%	5%[57.1 µM]
COc1ccc(Cc2noc(CN3CCCN(Cc4ccc(F)cc4)CC3)n2)cc1OC	-7%	11%	0.6%	-6	-2	u	-1%	-3%	-4%
Cc1c(CC(=O)N2CCC(C(=O)O)CC2)c(=O)oc2cc3c(cc12)CCC1(CCCCC1)O3	9%	0%	9.5%	-7	-3	-7%	3%	1%	461%[activator]
Cc1onc(-c2ccccc2)c1-c1nnc(COC(=O)c2ccc(O)cc2)o1	0%	-7%	1.6%	-2	-2	-15%	-4%	-4%	-8%[57.1 µM]
COCCNC(=O)C1CCN(S(=O)(=O)c2ccccc2)CC1	-2%	-2%	0.0%	-4	1	4%	0%	-4%	-2%
Cc1ccc(S(=O)(=O)N2CCCCC2)cc1NC(=O)c1ccccn1	10%	0%	0.3%	-6	1	-9%	-10%	-1%	-3%
CCN(CC)c1ccc(-c2c(C#N)c(N)nc(OC)c2C#N)cc1	-4%	-30%	u	-8	-1	5%	0%	-2%	67%[activator]
COC(=O)c1c(-c2ccc(F)cc2)csc1NC(=O)c1ccco1	1%	-8%	5.4%	-2	-17	0%	10%	2%	103%[activator]

(continued)
SMILES	IDH1 R132H inh	Vif-APOBEC3F blk	RXFP1 ag	LDHA inh	PI4K2A inh	USP1 inh	Vif-A3G inh	GRP78 ERSR act	TrxR1 substrate
Cc1ccc(OCCSc2nc3ccc(NC(=O)COc4ccc(C)cc4)cc3s2)cc1	-4%	0%	-0.5%	-3	-1	-5%	0%	-2%	4%
CCC1=C(OC(=O)N(CC)CC)N2C(=O)OC(=NCc3ccccc3)[C@]2(C)[C@H]2C1=CC[C@H]1C(=O)N(c3ccccc3)C(=O)[C@H]12	4%	2%	-1.5%	1	-2	-5%	2%	-3%	-7%[57.1 µM]
Cc1cc(C(=O)CSc2ncccn2)c(C)n1Cc1ccco1	0%	4%	-1.5%	-3	1	-13%	2%	-3%	-2%[57.1 µM]
O=C(NC1CCCCCC1)c1nc2ncccn2n1	7%	4%	0.9%	-5	1	0%	-9%	1%	-1%
Cc1cccc(-n2nnc(-c3nc(-c4cccs4)no3)c2N)c1C	0%	0%	14%	-2	-1	-20%	0%	2%	4%
CC1=C(C(=O)Nc2ccccn2)C(c2ccccc2)n2ncnc2N1 (configuration not stated)	-2%	-2%	-1.8%	-12&1	-11	-25%	0%	1%	0%
CC(C)N1C(=O)N(c2cccc(Cl)c2)C(C)(O)CC1(C)C (configuration not stated)	0%	-4%	-3.5%	-3	0	-11%	-3%	-4%	-3%
COc1ccccc1-n1c(SCC(=O)Nc2cc(C)on2)nc2c([nH]c3ccccc32)c1=O	4%	0%	0.2%	-5	4	-21%	-4%	-1%	0%
Cc1cc(OC(F)F)ccc1NC(=O)Nc1ccc([N+](=O)[O-])cc1	2%	-9%	-0.5%	1	-5	-9%	-7%	-7%	-8%
CC(CNC(=O)c1sc2ncccc2c1-n1cccc1)c1ccccc1 (configuration not stated)	-2%	-4%	2.5%	2	11	-18%	2%	-3%	5%[57.1 µM]
O=C(Nc1nc(-c2ccc3c(c2)OCCO3)cs1)c1ccc(Br)o1	-1%	-2%	x	-1	0	4%	4%	1%	x
CCCOc1ccc(F)cc1-c1cc(C(=O)Nc2ccc(F)cc2)[nH]n1	x	x	x	-4	0	x	1%	2%	x
CCC[C@H](CN[C@@H](CNC)[C@H](C)CC)NCCc1cc(C(F)(F)F)cc(C(F)(F)F)c1	-9%	0%	0.6%	2	-4	-31%	-1%	-13%	3%[57.1 µM]
Cc1nn(C)c(C(=O)NN)c1Cl	-8%	-1%	0.0%	-4	2	u	7%	3%	7%
NC(=O)Cc1ncc(C(F)(F)F)cc1Cl	4%	-5%	0.6%	-5	4	-6%	1%	3%	3%
Cc1ccccc1OCC(=O)N/N=C/c1ccc(N2CCOCC2)o1	9%	2%	-1.9%	3	-6	-20%	-9%	-18%	3%
CC(=O)N1CCC2(CC1)CC(=O)c1cc(OCC(=O)NCc3ccc(C)cc3)ccc1O2	0%	2%	-0.6%	6	9	-3%	0%	-4%	216%[activator]
COc1ccc(CCCNC(=O)C2(C)Cc3c(-c4ccc(NC(C)=O)cc4)ccnc3O2)cc1 (configuration not stated)	x	x	x	-8	4	x	-20%	-1%	x
O=C1CCCCCCCCCC/C(=N\O)CCCO1	15%	-1%	x	-1	0	4%	0%	-10%	8%[57.1 µM]
CCOC(=O)C1=C(O)/C(=C\c2ccc(OC)c(OC)c2)N=C1C	9%	1%	-0.5%	6	-6	-3%	-1%	-2%	5%[57.1 µM]
Cc1c(NC(=O)c2ccc(COc3ccc4ccccc4c3)o2)c(=O)n(-c2ccccc2)n1C	3%	3%	1.5%	6	5	0%	-6%	1%	-11%
CCC(=O)c1ccc(OCC(O)Cn2nnc3ccccc32)cc1 (configuration not stated)	17%	1%	1.1%	-4	4	-6%	4%	7%	3%[57.1 µM]
CC(C)n1c(=O)c2ccccc2n1Cc1cn(CCc2c[nH]c3ccccc23)nn1	x	x	x	6	9	x	-2%	-5%	x
O=c1[nH][nH]cc1C=NCc1cccc(C(F)(F)F)c1	13%	0%	0.9%	-2	4	-12%	0%	-7%	-3%
Cc1ccc(N2CC(C(=O)NCc3nnnn3-c3ccc(C)c(C)c3)CC2=O)cc1C (configuration not stated)	-1%	7%	1.7%	-2	0	12%	1%	-2%	-7%[57.1 µM]
Oc1ccccc1CN(Cc1ccco1)CC(O)COCc1ccc(Cl)cc1 (configuration not stated)	8%	-9%	1.0%	4	-4	-2%	-8%	1%	-12%
